Source: PubChem (several laboratories)
STEP inh: STEP phosphatase inhibitors, primary screen, biochemical, fluorescence intensity, uHTS; 360,000 tested, 0.25% active; inhibition, % at 20 µM; recombinant STEP, OMFP fluorogenic substrate; Tyrosine-protein phosphatase non-receptor type 5 (Homo sapiens), P54829;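 active = inhibition at 20 µM, scaled per plate between control wells, above about 37%, limit read from the data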;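 also: 0% = DMSO with enzyme and substrate and 100% = substrate only without enzyme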
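Assay system: isolated STEP enzyme / Timing: 20 min at room temperature, dark / Doses: 20 µM, 1% DMSO / Technique: fluorescence intensity, excitation 480 nm, emission 540 nm / Reagent: fluorogenic phosphatase substrate OMFP at 25 µM final / Measure: percent inhibition scaled to no-enzyme and uninhibited-enzyme controls, plate-pattern corrected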
MLLE-PAM2 inh: inhibitors of PABP1 MLLE–PAM2 peptide binding, primary screen, biochemical, fluorescence polarization, FITC-PAM2, GST-MLLE; 360,000 tested, 0.36% active; Polyadenylate-binding protein 1 (Homo sapiens), P11940; AID 588489, 2011; inhibition, % at 20 µM; in the data active = inhibition above about 35%, passing the limit was not always enough;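 also: plate controls were DMSO wells with GST-MLLE for no effect and wells lacking GST-MLLE protein for full effect; some results filed as inactive read as strong as hits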
NadD block: inhibitors of S. aureus NadD, primary screen, biochemical, colorimetric, uHTS; Nicotinate-nucleotide adenylyltransferase NadD (Staphylococcus aureus N315); purified NadD enzyme, colorimetric absorbance read-out; inhibition, % at 20 µM; 360,000 tested, 0.78% active; AID 602399, 2012; in the data active = inhibition above about 26%; also: some compounds past the cut are filed as inactive
TbMetRS inhib: T. brucei MetRS inhibitors, primary screen, biochemical, luminescence; purified T. brucei MetRS, ATP depletion, Kinase-Glo luminescence; inhibition, % at 11.9 µM; 360,000 tested, 0.4% active; AID 624268, 2012;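 active = inhibition above a per-plate cutoff of the control wells' mean inhibition plus 3 SD, cut at about 5.5% in these data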;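 also: 0% = DMSO wells median and 100% = median of wells with control inhibitor compound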
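Dosing: 11.9 µM compound single dose, 0.9% DMSO; Assay system: purified T. brucei MetRS enzyme; Measured by: Kinase-Glo luciferase luminescence reporting remaining unconsumed ATP; Schedule: 15 min plus 2 h at 25 °C.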
SUMO1 PPI mod: modulators of SUMO1 protein-protein interactions, primary screen, biochemical, uHTS; SUMO1 binding to a labelled peptide, TR-FRET, 1 h; inhibition, % at 20 µM; 360,000 tested, 0.33% active; in the data active = inhibition above about 37%
Target sequence (P63165 whole entry, looked up): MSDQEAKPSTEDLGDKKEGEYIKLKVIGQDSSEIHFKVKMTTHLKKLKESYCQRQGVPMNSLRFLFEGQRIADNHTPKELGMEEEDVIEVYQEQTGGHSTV
CSN inh: inhibitors of CSN-mediated cullin deneddylation, primary screen, biochemical, fluorescence polarization, uHTS; COP9 signalosome complex subunit 5 (Homo sapiens), Q92905; Purified CSN, SCF-Nedd8-OG deneddylation; inhibition, % at 12.5 µM; 360,000 tested, 0.38% active; AID 651999, 2013;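 active = pattern-corrected inhibition above about 35%, with an unprinted fluorescence ratio check between 0.5 and 1.5, limit read from the data, passing the limit was not always enough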;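 also: 0% = enzyme with substrate and 100% = substrate without enzyme; some results filed as inactive read as strong as hits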
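assay system = purified human Csn5 enzyme expressed in HEK293T cells | amount = 0.24 nM enzyme | buffer or medium = Tris/NaCl/DTT buffer, pH 7.5 | reagent = 10 nM SCFSkp2-Nedd8OG | compound = one concentration, 12.5 µM, 0.25% DMSO | times = 90 min reaction at room temperature | signal = FP | read-out basis = % inhibition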
LMPTP block: LMPTP phosphatase inhibitors, primary screen, biochemical, fluorescence intensity, uHTS. inhibition, % at 20 µM. AID 651560, 2012. 360,000 tested, 0.22% active. recombinant LMPTP-A, OMFP fluorogenic substrate. Low molecular weight phosphotyrosine protein phosphatase (Homo sapiens), P24666;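 active = compounds that cut the enzyme signal by at least half of the control window in the single-dose screen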;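 also: plate controls were DMSO wells with enzyme plus substrate for no effect and substrate without enzyme for full effect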
Target sequence (P24666 whole entry, looked up): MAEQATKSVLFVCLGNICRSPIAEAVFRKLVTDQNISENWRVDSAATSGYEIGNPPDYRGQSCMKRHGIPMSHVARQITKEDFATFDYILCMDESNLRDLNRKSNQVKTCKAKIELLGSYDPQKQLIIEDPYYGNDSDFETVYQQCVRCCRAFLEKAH
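test system = LMPTP-A | amount = 0.625 nM LMPTP-A final | reagent = fluorogenic phosphatase substrate OMFP at 400 µM final | incubation = 50 min at room temperature | benchmarks = no-enzyme low control, uninhibited high control | medium = Bis-Tris pH 6.0, DTT, detergent | signal = fluorescence intensity of OMFP turnover product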
Scp-1 inhibitor: Scp-1 phosphatase inhibitors, primary screen, biochemical, colorimetric, uHTS; Carboxy-terminal domain RNA polymerase II polypeptide A small phosphatase 1 (Homo …; Recombinant Scp1, phosphopeptide, malachite green phosphate absorbance; inhibition, % at 20 µM; 340,000 tested, 0.88% active;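 active = inhibition above about 50% at 20 µM, limit read from the data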;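 also: plate controls were DMSO wells with enzyme for no effect and wells lacking enzyme for full effect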
Target sequence (Q9GZU7 76-261 limits assumed): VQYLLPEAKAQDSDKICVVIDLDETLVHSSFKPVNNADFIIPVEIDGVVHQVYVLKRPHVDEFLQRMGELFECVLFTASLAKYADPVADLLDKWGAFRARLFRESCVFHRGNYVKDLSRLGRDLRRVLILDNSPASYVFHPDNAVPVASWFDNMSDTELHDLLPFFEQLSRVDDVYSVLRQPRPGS
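Material: truncated SCP-1 phosphatase (76-261aa) / Buffer or medium: 50 mM Tris acetate pH 5.5, 0.005% Tween-20, 10 mM MgCl2 / Compound dosing: one concentration, 20 µM, with 1.0% DMSO / Incubation: 45 min room-temperature reaction, 5 min colour, 30 min stabiliser / Detection: colorimetric free-phosphate detection, absorbance 630 nm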
Rpn11 inh: Rpn11 (PSMD14) deubiquitinase inhibitors, primary screen, biochemical, fluorescence polarization, uHTS; 26S proteasome non-ATPase regulatory subunit 14 (Homo sapiens), O00487; human 26S proteasome, Ub4-pepOG fluorescence polarization; 20S core pre-blocked with epoxomicin; calls only at 20 µM; 360,000 tested, 0.59% active; AID 588493, 2011;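 active = inhibition at 20 µM, scaled to each plate's controls, above about 33%, limit read from the data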
Target sequence (O00487 whole entry, looked up): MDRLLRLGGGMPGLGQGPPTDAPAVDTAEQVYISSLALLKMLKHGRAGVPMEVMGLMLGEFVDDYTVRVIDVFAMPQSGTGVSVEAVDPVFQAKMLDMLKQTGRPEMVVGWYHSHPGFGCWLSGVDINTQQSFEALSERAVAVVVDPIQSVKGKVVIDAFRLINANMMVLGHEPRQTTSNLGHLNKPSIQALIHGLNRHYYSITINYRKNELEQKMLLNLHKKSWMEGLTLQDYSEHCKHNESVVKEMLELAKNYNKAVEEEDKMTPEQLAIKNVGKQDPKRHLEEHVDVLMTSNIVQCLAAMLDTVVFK
DNMT1 inh: human DNMT1 methyltransferase inhibitors, primary screen, biochemical, molecular beacon, fluorescence, HinP1I cleavage, uHTS; 360,000 tested, 0.83% active; AID 588458, 2011; DNA (cytosine-5)-methyltransferase 1 (Homo sapiens), P26358; inhibition (reported as % activation of signal), % at 10 µM; in the data active = inhibition above about 50%
* hit, by the source's call; i = inactive; / = no result given.

molecule	STEP inh	MLLE-PAM2 inh	NadD block	TbMetRS inhib	SUMO1 PPI mod	CSN inh	LMPTP block	Scp-1 inhibitor	Rpn11 inh	DNMT1 inh
CC1CN(S(=O)(=O)c2ccc(C(=O)N(CCCN(C)C)c3nc4c(Cl)cccc4s3)cc2)CC(C)O1 (stereo not drawn)	-3	2	-11	-0.5	2	2	-2.3	0	i	0
CC(=O)NC(CC(=O)OCc1ccc([N+](=O)[O-])cc1)c1ccccc1 (stereo not drawn)	0	-5	-4	-0.5	-19	-1	-0.5	-4	i	1
COCCNC(=O)CN1C(=O)NC(c2ccccc2)(c2ccccc2)C1=O	-1	-15	-1	-1.0	2	2	-1.2	-10	i	3
O=C(CSc1nccc(=O)[nH]1)N1N=C2/C(=C/c3ccco3)CCCC2C1c1ccco1 (stereo not drawn)	1	-6	25	-1.1	12	28	6.1	60*	i	76*
Cc1ccc(NC(=O)CSc2sc3c(O)cc(=O)[nH]c3c2C#N)c(F)c1	4	-10	2	0.3	39	6	-0.6	30	i	9
COc1ccc(/C=C/C(=O)O)cc1COc1ccccc1C	4	13	0	-0.5	-2	-20	-1.8	-7	i	-1
CC(NC(=O)COC(=O)c1ccc(Cl)cc1O)c1ccc(F)cc1 (stereo not drawn)	-2	-9	-5	1.0	-5	7	-1.0	-14	i	0
COc1ccc(C(=O)C2CCCN(C(=O)/C=C/c3ccccn3)C2)c(C)c1 (stereo not drawn)	0	-10	5	-0.3	-4	-1	-1.9	-1	i	0
COc1cc(NC(=O)Nc2cc(C)on2)cc(OC)c1OC	0	-1	2	-0.1	0	-1	0.9	-5	i	-1
CC(=O)Nc1ccc(NC(=O)c2ccc(Cl)c(S(=O)(=O)N3CCc4ccccc43)c2)cc1	3	-35	-10	0.2	6	6	2.5	2	i	-14
CCC(=O)N(Cc1ccco1)c1nc(-c2cc(OC)ccc2OC)cs1	7	0	10	-0.3	-5	-1	0.0	-25	i	0
O=C(O)c1c2c(nc3ccccc13)/C(=C/c1ccc(O)cc1)CCC2	0	-1	-2	0.9	8	3	0.8	-6	i	-1
Cc1ccc(CC2C(=O)N(c3nc(C)cc(C)n3)C(=O)C2C)cc1 (stereo not drawn)	-2	8	1	-0.1	-3	0	1.8	-8	i	0
CN1CCN(CC(=O)N(Cc2c(C#N)c3ccccc3n2C)c2ccccc2)CC1	-2	-8	-5	-0.1	3	-1	-0.3	-5	i	-3
CC(c1ccccc1)N1CCn2c(nc3cc(NC(=O)c4cccs4)ccc32)C1 (stereo not drawn)	0	-25	11	0.2	5	6	1.6	1	i	-12
Cc1cc(-c2ccccc2)nc(SCC(=O)N2CCCC2)n1	2	-3	2	-0.1	4	-1	1.0	-3	i	-2
CCOC(=O)C1CCCN(S(=O)(=O)c2ccc(S(N)(=O)=O)cc2)C1 (stereo not drawn)	4	8	1	-0.9	-1	-1	0.7	-2	i	-2
CC(C)=C[C@@H]1C[C@H](C)[C@H]2CC[C@H](C)c3c(O[C@@H]4O[C@@H](C)[C@@H](O)[C@@H](O)[C@@H]4O)c(O)c(C)c1c32	0	5	-7	-0.6	7	-3	-0.5	-5	i	-4
c1ccc(COc2cccc(CN3CCc4ccccc4C3)c2)cc1	2	6	-1	-0.1	-2	-1	0.3	-6	i	1
O=C(c1ccccc1)c1cnc(Nc2ccccc2Cl)s1	-11	-2	7	0.3	-27	-1	2.5	-7	i	-9
COC(=O)c1cc(C)sc1NC(=O)C1C2C=CC(CC2)C1C(=O)O (stereo not drawn)	0	2	2	-0.6	-2	1	-2.2	-6	i	3
CCn1c(=O)cc(OCC(=O)Nc2cccc(C)n2)c2ccccc21	2	-1	-1	-0.1	0	4	-2.5	-4	i	1
C=C(C)COc1ccc(-c2ncncc2-c2ccccc2OC)c(O)c1	0	6	-7	-0.3	3	1	0.4	-5	i	-2
O=C(COC(=O)Cc1ccc(F)cc1)NC1CCS(=O)(=O)C1 (stereo not drawn)	0	4	-3	-0.4	-5	-6	0.7	0	i	1
O=C(N/N=C/c1cn(-c2ccccc2)nc1-c1ccccc1)c1ccco1	2	-6	-3	0.1	-4	3	2.5	19	i	-6
CCCCCOC(=O)Cc1c(O)c2ccccc2[nH]c1=O	0	-1	2	-1.1	2	2	0.2	-6	i	0
Cc1nc(SCc2nc3c([N+](=O)[O-])cccc3[nH]2)c2oc3ccccc3c2n1	2	-17	14	-0.6	8	32	6.5	0	i	-17
CN1C(=S)SC(N(O)C(=O)Nc2ccccc2)C1(C)C (stereo not drawn)	2	16	4	-0.3	-2	-2	-0.7	-8	i	0
COc1ccccc1NS(=O)(=O)c1cccc(C(=O)N/N=C(\C)c2ccncc2)c1	-1	-5	4	-0.4	0	-2	-1.4	-8	i	0
Cc1oc(C(=O)O)cc1CSc1nnc(-c2ccccc2)n1C	0	5	1	-0.9	0	-5	-0.8	20	i	2

(next part)
molecule	STEP inh	MLLE-PAM2 inh	NadD block	TbMetRS inhib	SUMO1 PPI mod	CSN inh	LMPTP block	Scp-1 inhibitor	Rpn11 inh	DNMT1 inh
Cc1ccc(-n2c(=O)[nH]c3c(C(N)=O)nc(CC(C)C)nc32)cc1	-2	1	9	-0.5	-2	-3	-0.4	4	i	1
CC(C)(C)NC(=S)NCC1CC1	-1	-23	4	-0.7	2	3	-0.1	-11	i	3
CCN(CC)S(=O)(=O)c1ccc(SCC(=O)c2c(N)n(C3CC3)c(=O)[nH]c2=O)nc1	-3	0	8	0.3	6	1	0.5	/	i	4
COc1cccc(/C=N/NC(=O)Cn2cnc3c2c(=O)n(C)c(=O)n3C)c1OC	1	21	-3	-0.5	8	3	0.4	-11	i	4
CCN(CC1CCCO1)C(=O)CCc1nnc(CCc2ccc(OC)cc2)o1 (stereo not drawn)	-1	8	-6	-0.9	2	1	-0.5	-7	i	2
CC1CCCCN1C(C(=O)O)c1ccccc1 (stereo not drawn)	-2	3	-2	0.6	-2	-12	-1.2	-8	i	0
CN(CC(=O)Nc1cccc(F)c1)C(=O)/C=C/c1ccc(Br)s1	1	0	0	1.5	-18	-2	-0.4	-5	i	-4
CC(C)C[C@H]1CN=C(Nc2ccccc2)N1CCC1CCCCC1	0	1	-2	0.4	-1	8	-1.6	-3	i	0
CSCCCNC(=S)Nc1cccc(S(=O)(=O)NC2=NCCC2)c1	-3	11	4	0.6	1	-2	0.0	-9	i	6
C[C@H]1CN([C@@H](C)CO)C(=O)c2cc(NC(=O)CCN3CCOCC3)ccc2O[C@H]1CN(C)C(=O)Nc1ccc(F)cc1	4	-6	-3	-0.1	2	-5	-0.3	40	i	1
CC(=O)Nc1cccc(C(=O)NNC(=O)c2ccccc2-n2cccc2)c1	-4	5	3	-0.3	-2	-3	-0.9	-6	i	1
Fc1ccc2nc(Nc3nc4cc5c(cc4s3)OCO5)sc2c1	-1	-10	23	-0.4	0	2	2.1	3	i	7
CCOC(=O)C1=CC[C@H]2c3c(c4ccccc4n3C)C(=O)C1N2C(=O)OC(C)(C)C	-2	6	-1	0.0	-1	0	0.3	-9	i	1
O=C(NCc1ccccc1)C1C(c2ccccc2)=Nc2ccccc2N1C(=O)c1ccncc1 (stereo not drawn)	/	/	/	-0.6	-7	-2	0.0	/	/	/
Cc1cc(C)nc(NC2=NCC(=O)N2c2ccc(F)c(Cl)c2)n1	0	-6	-1	0.2	7	1	1.3	8	i	2
c1ccc(C2CSc3ccccc3N2)cc1 (stereo not drawn)	4	34	-2	-1.1	-13	1	-1.4	-4	i	-3
O=C1CCCCC1Sc1nnc(Cc2cccs2)n1CCc1ccccc1 (stereo not drawn)	3	-53	9	0.1	6	4	2.3	-4	i	3
O=C(/C=C/c1c(Cl)cccc1Cl)N1CCN(c2ncccn2)CC1	2	1	-6	-1.5	-3	8	0.8	1	i	0
CC(C)C(C)NC(=O)COc1ccc(-c2ccccc2)cc1 (stereo not drawn)	-6	-2	-3	-0.1	-2	1	0.3	-4	i	8
CCCOc1ccc(C(=O)NCC(c2ccco2)N(C)C)cc1 (stereo not drawn)	-1	-3	-2	-0.1	1	-4	-1.0	-5	i	-1
Cc1ccc(NC(=O)CCN2CCN(C/C=C/c3ccccc3)CC2)cc1	5	-6	-2	0.1	1	-4	-3.5	-2	i	-2
CC(=O)NCCC(=O)N1CCc2c([nH]c3ccccc23)C1c1cccc(Cl)c1 (stereo not drawn)	0	-12	-6	4.9	-6	-2	1.9	-8	i	-3

Ordered by length of the SMILES (rising): part of the list above.
molecule	STEP inh	MLLE-PAM2 inh	NadD block	TbMetRS inhib	SUMO1 PPI mod	CSN inh	LMPTP block	Scp-1 inhibitor	Rpn11 inh	DNMT1 inh
Cc1oc(C(=O)O)cc1CSc1nnc(-c2ccccc2)n1C	0	5	1	-0.9	0	-5	-0.8	20	i	2
CN1CCN(CC(=O)N(Cc2c(C#N)c3ccccc3n2C)c2ccccc2)CC1	-2	-8	-5	-0.1	3	-1	-0.3	-5	i	-3
COc1cccc(/C=N/NC(=O)Cn2cnc3c2c(=O)n(C)c(=O)n3C)c1OC	1	21	-3	-0.5	8	3	0.4	-11	i	4
CC(=O)Nc1ccc(NC(=O)c2ccc(Cl)c(S(=O)(=O)N3CCc4ccccc43)c2)cc1	3	-35	-10	0.2	6	6	2.5	2	i	-14
